Bioassay records deposited in PubChem BioAssay by several laboratories.
NTR1 agonist: NTR1-driven beta-arrestin-GFP spot formation – imaging, U2OS cells, high content, primary screen (AID 493036) | P30989 | agonist mode | activation, % at 20 µM | actives 0.17% (n = 330,000);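 active = activation at or above 40% of the spot to cytoplasm intensity ratio, with at least 20 cells analyzed; inconclusive = wells under 20 cells, flagged as cytotoxic or low count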;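 note: 0% = DMSO without peptide and 100% = 100 nM NTR1 peptide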
Target sequence (P30989 whole entry, looked up): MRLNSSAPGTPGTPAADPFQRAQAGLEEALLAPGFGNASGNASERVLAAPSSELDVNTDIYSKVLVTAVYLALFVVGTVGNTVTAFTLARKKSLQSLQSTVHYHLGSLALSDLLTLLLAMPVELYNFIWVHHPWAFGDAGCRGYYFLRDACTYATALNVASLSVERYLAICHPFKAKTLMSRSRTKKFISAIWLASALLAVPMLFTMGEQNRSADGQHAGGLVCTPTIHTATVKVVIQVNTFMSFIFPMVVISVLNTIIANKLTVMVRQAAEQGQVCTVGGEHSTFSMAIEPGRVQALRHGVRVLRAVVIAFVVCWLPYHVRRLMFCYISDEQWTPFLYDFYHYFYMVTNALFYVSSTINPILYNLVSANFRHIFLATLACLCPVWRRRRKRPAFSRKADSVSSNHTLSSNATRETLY
Rac1 GTP hydrolysis: MgcRacGAP GTPase-activating activity inhibitors, confirmation, biochemical, ADP Hunter fluorescence; actives 0.6% (n = 340,000); inhibition, % at 30 µM; hits with a dose series show IC50 in µM; MgcRacGAP-stimulated Rac1 GTP hydrolysis, ADP Hunter fluorescence; higher % means a stronger effect; GST-tagged Rac1 F28L mutant substrate;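 active = first-screen hits whose inhibition reached a set limit at any dose in the follow-up dose series; inconclusive = inhibition above the set first-screen limit but never retested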;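 note: fluorescence reports GDP produced by GAP-driven GTP hydrolysis; strong numbers were not always called active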
RSV antiviral HEp-2: RSV antiviral activity via CPE protection, HEp-2 cells, primary 10 µM value included (AID 2391) | HEp-2 cells, RSV-induced CPE inhibition; higher % means a stronger effect | one-dose CPE inhibition, % at 10 µM; IC50 in µM for titrated hits | actives 0.13% (n = 310,000); in the data active = a potency from the dose series; inconclusive = CPE inhibition mostly from about 23% at the one dose, without a potency; inactive = the rest, 99 in 100 with CPE inhibition below about 21%; note: strong numbers were not always called active
UTI89 phage lysis: protection from phage-mediated lysis, alamar blue read-out – E. coli UTI89, K1F phage, bacterial capsule biogenesis inhibitors (AID 488966). inhibition, % at 100 µM, or IC50 in µM where a hit was titrated. actives 0.02% (n = 340,000). E. coli UTI89 K1F phage lysis, alamar blue, 2 h; higher % means a stronger effect;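 active = phage lysis inhibition, versus mean bacterial control, above a set limit; inconclusive = no clear call, values can overlap the other calls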;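 note: capsule biogenesis inhibitors block K1F phage lysis so surviving cells raise fluorescence; higher fluorescence means more inhibition of phage lysis; actives were called in the ten point dose series up to 300 µM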
SV40 large T antigen: SV40 large T antigen inhibitors, biochemical (AID 1903) | SV40 large T antigen ATPase/helicase inhibition assay; higher % means a stronger effect | inhibition, % at 20 µM, or IC50 in µM where a hit was titrated | actives 0.39% (n = 310,000); in the data active = a potency from the dose series; inconclusive = inhibition mostly from about 32% at the one dose, without a potency; inactive = the rest, 99 in 100 with inhibition below about 32%; note: strong numbers were not always called active
Salmonella PhoP GFP: inhibitors of PhoP regulon expression, primary screen, Salmonella Typhimurium, GFP reporter (AID 1863) | one-dose inhibition, % at 50 µM; IC50 in µM for titrated hits | actives 0.16% (n = 300,000) | S. Typhimurium PhoP-regulated promoter GFP reporter, 4 h; higher % means a stronger effect;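 active = inhibition over 29.93%, a cutoff 3 SD above the screen mean, later confirmed by dose response; inconclusive = inhibition over 29.93% but no dose response follow-up; inactive = inhibition at most 29.93% or unconfirmed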;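 note: 0% = low Mg2+ inducing control and 100% = high Mg2+ repressing control; strong numbers were not always called active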
West Nile antiviral: West Nile virus antiviral activity, cell-based, CPE readout (AID 1621). CPE inhibition, % at 10 µM; hits with a dose series show IC50 in µM. actives 0.02% (n = 290,000). West Nile virus-infected cells, CPE inhibition; higher % means a stronger effect; in the data active = a potency from the dose series; inconclusive = CPE inhibition mostly from about 3.7% at the one dose, without a potency; inactive = the rest, 99 in 100 with CPE inhibition below about 2.2%; note: strong numbers were not always called active
T cell modulator: T cell immune modulation candidate; 2C CD8+ T cell-vesicle binding, flow cytometry; active compounds read low; calls only at 7 µM; actives 0.068% (n = 330,000); AID 2052;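 active = response, share of CD8 T cells binding vesicles, and their 90th percentile fluorescence all below set limits, cut at about 80% in these data, passing the limit was not always enough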
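Read-out – percent CD8+ FL2 mean versus row control · System – murine 2C transgenic CD8+ T lymphocytes · Times – 1.5 h cell–vesicle binding at 37 °C, then 20 min icy labelling · Control set – naked vesicles low, QL9 vesicles with vehicle high · Detection – cytometric PE anti-B7-1 and Alexa647 anti-CD8 signals after 1% paraformaldehyde fixation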
NS5 inhibitors: Dengue-2 NS5 methyltransferase inhibitors, primary screen, biochemical, confirmation dose response (AID 588689). actives 0.3% (n = 340,000). Dengue-2 NS5 methyltransferase capping enzyme assay, biochemical; higher % means a stronger effect. one-dose inhibition, % at 25 µM; IC50 in µM for titrated hits; in the data active = a potency from the dose series; inconclusive = inhibition above about 29% without an active follow-up result
T cell modulator vesicle-bound %: second read-out of T cell modulator, no call of its own (marks repeat the call); double positive events, %; measured here: CD8+ vesicle-bound cell fraction;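 binding gate set so that unloaded-vesicle control wells show 10% double positive cells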
NTR1 agonist cell count 20 µM: recorded beside NTR1 agonist, whose call it bears; cell count; measured here: cell count, cytotoxicity flag
NS5 inhibitors pilot replicate: recorded beside NS5 inhibitors, whose call it bears; inhibition, %; measured here: pilot screen replicate inhibition
* hit, by the source's call; i = inactive; ? = inconclusive; . = not tested or not shown; [ ] = remark or other dose. Compounds were not picked by outcome; overall some 1.5% were active at least once.

Start of the listing, in advance:
SMILES | NTR1 agonist | NTR1 agonist cell count 20 µM | Rac1 GTP hydrolysis | RSV antiviral HEp-2 | UTI89 phage lysis | SV40 large T antigen | Salmonella PhoP GFP | West Nile antiviral | T cell modulator | T cell modulator vesicle-bound % | NS5 inhibitors | others
COc1ccc(CNC(=O)C[C@H]2C(=O)N(CCc3ccccc3)C[C@@H]2Cc2ccccc2)cc1 | 0.1 | 49 | 0% | 2.3% | -1.1% | 2% | 11% | -1.3% | i | 21 | -4%
CC(Sc1nc(-c2ccccc2)cc(C(F)(F)F)n1)C(=O)N1CCC(C(N)=O)CC1 (centres undefined) | -0.3 | 36 | -2% | 0.1% | 0.1% | 7% | -3% | -0.1% | i | 24 | -1%
O=C(CNC(=O)c1cccc(Br)c1)N/N=C/c1cccs1 | 0.3 | 54 | -5% | -0.1% | -0.3% | 13% | 2% | -0.4% | i | 52 | -17%

The list itself (from the top)
SMILES | NTR1 agonist | NTR1 agonist cell count 20 µM | Rac1 GTP hydrolysis | RSV antiviral HEp-2 | UTI89 phage lysis | SV40 large T antigen | Salmonella PhoP GFP | West Nile antiviral | T cell modulator | T cell modulator vesicle-bound % | NS5 inhibitors | others
COc1ccc(CNC(=O)C[C@H]2C(=O)N(CCc3ccccc3)C[C@@H]2Cc2ccccc2)cc1 | 0.1 | 49 | 0% | 2.3% | -1.1% | 2% | 11% | -1.3% | i | 21 | -4%
CC(Sc1nc(-c2ccccc2)cc(C(F)(F)F)n1)C(=O)N1CCC(C(N)=O)CC1 (centres undefined) | -0.3 | 36 | -2% | 0.1% | 0.1% | 7% | -3% | -0.1% | i | 24 | -1%
O=C(CNC(=O)c1cccc(Br)c1)N/N=C/c1cccs1 | 0.3 | 54 | -5% | -0.1% | -0.3% | 13% | 2% | -0.4% | i | 52 | -17%
Cc1cc(C)n2nc(C(=O)OCC(=O)Nc3ccc(C)c(S(=O)(=O)N4CCOCC4)c3)nc2n1 | 8.9 | 53 | 8% | . | 0.1% | . | . | . | i | 45 | 1%
O=C(Cn1ncc2c1-c1ccccc1OC2)N1CCc2ccccc21 | 1.4 | 47 | 2% | -0.6% | 1.0% | 3% | 9% | -0.3% | i | 17 | -2%
CCN(CC)S(=O)(=O)c1ccc(N=Nc2cc(C)cc(Br)c2O)cc1 | 2.6 | 32 | 9% | . | 0.1% | 11% | . | . | i | 28 | 2%
O=C(ONC1=NCCCCC1)c1ccc([N+](=O)[O-])cc1 | 2.8 | 63 | 9% | 2.1% | 0.3% | -2% | 2% | 0.1% | i | 47 | 3%
NNC(=O)c1ccc(COCC(F)(F)F)cc1 | -1.0 | 49 | 11% | 1.4% | 0.4% | 14% | 13% | -0.1% | i | 46 | 1%
O=C(c1ccco1)N(Cc1ccccc1)Cc1ccccn1 | -0.5 | 18 | 5% | 3.6% | -0.2% | 11% | 2% | -0.8% | i | 43 | -2%
O=C(CSc1nnc(COc2ccc(Cl)cc2)o1)N1CCOCC1 | -0.6 | 58 | -10% | 0.2% | -0.2% | 1% | -7% | -0.2% | i | 54 | -2%
COc1cc(OC)c(C2N(c3cc(C)on3)C(=O)C3CCCN32)cc1OC (centres undefined) | -1.7 | 98 | 8% | 0.9% | 0.3% | 6% | 13% | -0.2% | i | 18 | 0%
Cc1ccc2occ(/C=N/NC(=O)c3ccncc3)c(=O)c2c1 | 0.7 | 67 | 7% | 22% | 1.2%[50 µM] | 21% | 0% | -0.3% | i | 60 | -1%
CC(=O)Nc1c(-c2ccccc2Cl)c(=O)c2ccccc2n1C | -1.6 | 70 | 5% | -0.2% | 0.0% | -1% | 6% | -0.1% | i | 30 | -5%
NC(=O)c1ccsc1NC(=O)COC(=O)Cc1ccccc1Cl | 1.7 | 93 | 4% | 2.4% | 1.2%[50 µM] | . | . | . | i | 29 | 3%
Cc1ccc(NC(=O)c2ccc(-n3cncn3)c([N+](=O)[O-])c2)cc1 | -0.2 | 76 | 9% | 1.2% | 0.1% | 2% | -8% | -1.1% | i | 20 | -1%
COc1ccc(NC(=O)CSc2nc(N)cc(=O)[nH]2)cc1S(=O)(=O)N1CCCCC1 | 0.1 | 56 | 11% | . | 1.3%[50 µM] | . | . | . | . | . | -3%
S=c1[nH]nc(-c2cc(-c3ccccc3)n[nH]2)n1/N=C/C(Br)=C/c1ccccc1 | 23 | 49 | . | -2.1% | . | 8% | -5% | ? | i | 22 | .
CCCCC(=O)NNC(=O)CC(=O)Nc1ccccc1C(=O)O | 0.9 | 56 | 2% | -1.4% | -0.4% | 6% | 0% | 0.1% | i | 30 | -5%
COc1ccc(-c2cc(C(F)(F)F)c3c(N)c(C(=O)NCCSC)sc3n2)cc1 | 1.5 | 61 | 13% | 4.7% | 0.7% | 1% | -46% | -0.7% | i | 69 | ?
O=C(Nc1ccccc1)C1=C[C@@H](c2ccc(C(F)(F)F)cc2)C[C@@H](OCCCCO)O1 | 5.4 | 57 | 5% | -1.1% | -1.3% | -2% | . | -0.7% | . | . | -5%
O=C(Nc1ccc(F)cc1)Nc1ccc(NC(=O)c2ccccc2O)cc1 | 6.4 | 51 | . | . | . | 13% | -5% | -0.1% | i | 22 | .
CCCCOc1ccccc1C1CC(=O)NC2=C1C(=O)CCC2 (centres undefined) | -0.8 | 56 | -4% | 0.1% | -0.2% | 9% | -4% | . | i | 38 | .
CCOC1(C(F)(F)F)NC(=O)N(Cc2ccc(OC)cc2)C1=O (centres undefined) | 0.3 | 82 | 8% | -0.7% | 0.1% | 1% | 10% | -0.1% | i | 22 | 7% | NS5 inhibitors pilot replicate=-1.2
COc1cc(C2CC(=O)N3CN(c4ccccc4C)CSC3=C2C#N)cc(OC)c1OC (centres undefined) | 1.9 | 84 | . | 5.5% | . | -12% | 5% | 1.2% | i | 50 | .
COc1ccc2cc3cc(C(=O)N4CCN(Cc5ccc6c(c5)OCO6)CC4)oc3nc2c1 | 4.5 | 64 | 12% | 5.2% | 4.8% | 18% | 5% | . | i | 43 | -7%
Cc1ccc(N(Cc2ccccc2)C(=O)c2cccc(S(=O)(=O)N3CC(C)OC(C)C3)c2)cc1 (centres undefined) | 5.2 | 67 | 2% | ? | 0.7%[50 µM] | 18% | -4% | . | i | 56 | -1%
CC(=O)N[C@@H](Cc1c[nH]c2ccccc12)C(=O)NC1CC1 | 0.8 | 46 | 4% | 0.2% | 0.2% | 9% | 1% | -0.1% | i | 12 | 1%
COc1ccc(C(O)Cc2nc3ccccc3n2C)cc1OC (centres undefined) | -1.0 | 55 | 5% | -0.2% | 0.1% | 10% | -3% | -0.3% | i | 16 | -9%
COC(=O)c1cnc(NNC(=O)c2ccc([N+](=O)[O-])cc2)nc1C(F)(F)F | -0.4 | 51 | 13% | 0.0% | -0.1% | 11% | -4% | -0.2% | i | 16 | 6%
COc1ccc(C([O-])=Nc2ccc[n+](-c3nc4ccccc4nc3NS(=O)(=O)c3ccccc3)c2)cc1 | 0.6 | 48 | . | 3.5% | . | 17% | -14% | -0.4% | i | 12 | .
CCOc1ccc(NC(=O)CCN2C(=O)CSc3ccccc32)cc1 | -0.6 | 63 | 3% | . | 0.7%[50 µM] | . | . | . | i | 43 | 1%
N=c1c2c3c(sc2ncn1Cc1ccccc1)CCCC3 | 0.1 | 24 | -2% | 3.2% | 3.7% | 2% | 22% | -1.8% | i | 40 | 6%
COc1ccc(S(=O)(=O)N2CCC(C(=O)N[C@@H](C)C(=O)N3CCCCCC3)CC2)cc1 | 0.7 | 46 | 0% | -0.3% | 0.0% | -1% | 3% | -0.2% | i | 2 | -4%
Cc1ccccc1Nc1cc(C(=O)NCc2ccco2)c2ccccc2n1 | -0.2 | 58 | 8% | 1.2% | 2.0%[50 µM] | 10% | 5% | -1.3% | i | 48 | 2%
Cc1ccc(C)c(-n2c(SCC(=O)NC(C(=O)O)C(C)C)nnc2-c2cccc(Cl)c2)c1 (centres undefined) | 0.1 | 42 | -7% | -1.1% | 0.2% | 3% | -3% | 0.0% | i | 15 | -4%
O=C(Nc1cccc(F)c1)c1cccnc1NCCc1ccccc1 | 13 | 44 | 8% | ? | 1.4% | 8% | -2% | -0.4% | i | 38 | 8%
C1=C(c2ccccc2)Nc2ccccc2N=C1c1ccccc1 | 1.1 | 50 | -6% | 15% | 1.1% | -5% | 4% | -1.2% | i | 53 | 0%
Cc1ccccc1CN(C)CC(=O)Nc1c(C)cccc1C(C)C | 5.3 | 45 | -6% | 2.1% | -0.2% | 3% | 0% | -1.2% | i | 13 | -6%
N#Cc1ccc(Sc2ccccn2)c([N+](=O)[O-])c1 | 1.8 | 67 | 9% | 0.0% | ? | 7% | -11% | -0.7% | i | 30 | 2%
CCS(=O)(=O)N1CCN=C1SCc1ccc(F)cc1 | 0.3 | 82 | 15% | 2.8% | 0.2% | 18% | -7% | -0.1% | i | 24 | 2%
Cc1cccc(NC(=O)c2c(C)cc(=O)oc2C)n1 | 0.1 | 35 | 9% | 1.1% | 0.3% | 6% | -9% | -0.5% | i | 34 | 0%
CCOC(=O)N1CCC(Nc2c(NCCCN3CCN(c4ccc(OC)cc4)CC3)c(=O)c2=O)CC1 | -0.7 | 76 | 8% | 0.5% | 0.2% | 27% | 0% | 0.6% | i | 24 | -6%
O=C1Nc2ccccc2C12OC1CCCCC1O2 (centres undefined) | -1.2 | 67 | -1% | 2.0% | 0.2% | 3% | 9% | -0.1% | i | 23 | -5%
O=C(COc1ccc2c(c1)CCC2)NCc1ccc(Cl)cc1 | 0.2 | 78 | -3% | 1.9% | -0.3% | 8% | -5% | -0.7% | i | 64 | 2%
CCCCn1c(N)c(N(CC(C)C)C(=O)c2ccco2)c(=O)[nH]c1=O | 0.9 | 59 | 7% | 0.8% | 0.9%[50 µM] | 15% | -6% | . | i | 24 | -9%
